Tau fibril ThT – blocks human tau fibril formation measured by thioflavin T; recombinant tau K18 P301L, heparin-induced fibrillization, ThT fluorescence; Potency, µM (series often up to 57.4 µM), for inactives: at the top dose activity, negative = inhibition, actives largely listed as inhibitors; AID 1460; 270,000 tested, 2.1% active; note: nearly all actives have a fitted effect of over 55% in size
Target sequence (P10636 561-689 P618L limits assumed): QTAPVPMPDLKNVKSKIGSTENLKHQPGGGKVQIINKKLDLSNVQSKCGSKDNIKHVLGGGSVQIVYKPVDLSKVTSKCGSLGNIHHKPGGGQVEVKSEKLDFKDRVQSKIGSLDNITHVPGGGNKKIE
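Using a mix of unlabeled (15 uM) and Alexa 594-labeled (0.24 uM) tau K18 P301L, heparin-triggered fibrillization over 6 hr at 37 C was scored by ThT fluorescence.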
GoLoco inh red – blocks human Gai1 binding to RGS12 GoLoco peptide, red readout; P63096; Gai1:RGS12 GoLoco peptide FP, rhodamine, 10 min; Potency, µM (doses to about 61.6 µM), inactives show at the highest dose activity, negative = inhibition, actives largely listed as inhibitors; 230,000 tested, 0.44% active; active = well fitted inhibition curve with a large enough effect, not every such curve was filed as active; inactive = no such curve, though single readings can be large or run the other way; note: nearly all actives have a fitted effect of over 30% in size; many of its hits are not listed in these tables
TexasRed fluor – counter-screen for TRb-SRC2 inhibitors: fluorescence interference | 280,000 tested, 0.29% active | TRb/SRC2 Texas Red total fluorescence interference | Potency, µM (top dose mostly 106 µM), without a hit: at the top dose fluorescence change, negative = quenching; active = well fitted curve in either direction with a large enough effect; inconclusive = small, poorly fitted or top-dose-only effect
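Flags fluorescent or light-absorbing compounds by total fluorescence, S + 2P, at 555 nm excitation and 632 nm emission. Mixture: 20 nM Texas Red SRC2 peptide, 0.6 uM human TRb LBD, 1 uM T3, 5% DMSO; compound exposure 5 h at ambient temperature.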
L3MBTL1 block – L3MBTL1 (human) inhibition; Q9Y468; AlphaScreen L3MBTL1–H3K9me1 peptide binding; Potency, µM (highest dose often 57.1 µM), without a hit: at the top dose activity, negative = inhibition, actives largely listed as inhibitors; 230,000 tested, 0.66% active; AID 485360; note: nearly all actives have a fitted effect of over 60% in size
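First, the protein-peptide complex forms for 30 min at room temperature (L3MBTL1 50 nM, biotinylated H3K9me1 peptide 75 nM). Next, compounds are pin-transferred and incubated 30 min. Finally, AlphaScreen beads are added and read after 30 min.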
Tau FP inhib – inhibitors of human tau fibril formation | P10636 | K18 P301L tau heparin fibrillization, Alexa594 FP, 6 h | Potency, µM (series often up to 57.7 µM), for the others: top-dose activity, negative = inhibition, usual class: inhibitors | 280,000 tested, 0.39% active | AID 1468; note: nearly all actives have a fitted effect of over 55% in size
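K18 P301L tau (15 uM unlabeled/0.24 uM Alexa 594-labeled, final) + compound + heparin 20 uM final; 100 mM NaOAc pH 7; 6 hr 37 C; ThT 30 uM final added, 1 hr RT; FP ex 555/em 632 nm.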
TRb-SRC2 inh – inhibitors of human thyroid hormone receptor beta-SRC2 interaction | P10828 | TRbeta-SRC2 peptide binding, fluorescence polarization; receptor liganded with 1 µM T3 | Potency, µM (doses to about 106 µM), inactives show at the top dose activity change, negative = inhibition, actives largely listed as inhibitors | 280,000 tested, 0.065% active;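 note: plate controls were bound peptide for no effect and peptide without receptor for full effect; nearly all actives have a fitted effect of over 50% in size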
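Read-out is fluorescence polarization (555 nm excitation, 632 nm emission) of a Texas Red SRC2 coactivator peptide; loss of signal reflects blocked binding to human TRb ligand-binding domain in the presence of 1 uM T3.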
RECQ1 inh – RECQ1 (human) helicase inhibition; P46063; RECQ1 DNA unwinding, red fluorescence kinetic read; Potency, µM (titrated, usually from 57.3 µM), without a hit: top-dose activity, negative = inhibition, actives largely listed as inhibitors; 240,000 tested, 0.54% active; AID 2549;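 note: plate controls were vehicle for no effect and no enzyme for full effect; nearly all actives have a fitted effect of over 30% in size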
Target sequence (P46063 whole entry, looked up): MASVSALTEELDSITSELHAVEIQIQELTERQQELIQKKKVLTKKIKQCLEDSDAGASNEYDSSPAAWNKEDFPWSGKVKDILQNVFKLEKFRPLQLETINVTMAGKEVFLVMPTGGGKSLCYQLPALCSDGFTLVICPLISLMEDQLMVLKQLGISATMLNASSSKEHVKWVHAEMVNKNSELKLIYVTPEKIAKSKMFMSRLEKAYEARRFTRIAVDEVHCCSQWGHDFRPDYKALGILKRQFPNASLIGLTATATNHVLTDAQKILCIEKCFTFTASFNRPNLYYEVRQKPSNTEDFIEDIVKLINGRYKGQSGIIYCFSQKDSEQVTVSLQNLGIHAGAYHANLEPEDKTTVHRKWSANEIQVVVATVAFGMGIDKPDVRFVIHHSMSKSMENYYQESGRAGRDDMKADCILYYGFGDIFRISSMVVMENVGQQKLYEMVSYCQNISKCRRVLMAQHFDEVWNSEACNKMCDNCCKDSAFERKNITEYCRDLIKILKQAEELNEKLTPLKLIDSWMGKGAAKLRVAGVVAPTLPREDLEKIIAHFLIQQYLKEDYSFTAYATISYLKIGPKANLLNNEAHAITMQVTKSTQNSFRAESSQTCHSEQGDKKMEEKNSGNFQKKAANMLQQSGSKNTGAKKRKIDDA
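50 nM RECQ1T1 preincubated 15 min with compound in Tris pH 8.0 buffer with MgCl2, DTT, Tween-20 and 2.5 ug/ml poly(dI-dC); started with 200 nM TAMRA/BHQ-2 forked duplex and 2 mM ATP. Unwinding read as fluorescence (525/598 nm), two reads 2 h apart.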
KDM4E inh – blocks human JMJD2E demethylase activity | JMJD2E catalytic domain, FDH-coupled NADH fluorescence (FDH is formaldehyde dehydrogenase) | Potency, µM (series often up to 57.1 µM), for the others: top-dose activity change, negative = inhibition, hits mostly inhibitors | 230,000 tested, 1.6% active; active = well fitted inhibition curve with a large enough effect, not every such curve was filed as active; inconclusive = small, poorly fitted or top-dose-only effect, or another doubt; inactive = no such curve, though single readings can be large or run the other way;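 note: 0% = wells with enzyme and -100% = buffer wells without enzyme; nearly all actives have a fitted effect of over 50% in size; many of its hits are not listed in these tables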
Target sequence (B2RXH2 1-337 limits assumed): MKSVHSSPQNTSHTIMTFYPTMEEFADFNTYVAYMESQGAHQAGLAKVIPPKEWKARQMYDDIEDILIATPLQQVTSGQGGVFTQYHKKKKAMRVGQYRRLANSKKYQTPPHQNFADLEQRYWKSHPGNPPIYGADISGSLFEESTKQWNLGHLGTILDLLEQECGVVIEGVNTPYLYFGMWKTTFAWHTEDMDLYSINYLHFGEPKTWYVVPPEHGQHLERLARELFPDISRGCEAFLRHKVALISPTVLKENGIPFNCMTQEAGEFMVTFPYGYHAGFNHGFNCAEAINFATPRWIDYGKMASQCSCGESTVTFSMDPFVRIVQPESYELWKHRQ
* hit, by the source's call; i = inactive; u = inconclusive; x = not tested or not shown; & = joins results of further samples; [ ] = remark or other dose. Unless noted, calls come from the whole dose curve; as a rule, active = well fitted curve in the direction sought with a large enough effect; inconclusive = small, poorly fitted or top-dose-only effect, or another doubt; inactive = no such curve, though single readings can be large; an effect the other way counts as inactive or inconclusive. Unless noted, % is set by controls: 0 for no effect and ±100 for the full control effect; potency is the fitted concentration of half-maximal effect. A portion of the library (hit frequency here may not be typical).

compound | Tau FP inhib | TexasRed fluor | KDM4E inh | GoLoco inh red | L3MBTL1 block | TRb-SRC2 inh | Tau fibril ThT | RECQ1 inh
Cc1c(Cl)cccc1-n1c(-c2cccnc2)n[nH]c1=S | 6.7% | -1.2% | 4.8% | 11.5% | -11.6% | 7.9% | 5.7% | 19.3%
Cc1cc(N2C(=O)C3C4CC(c5ccccc5)C(C4)C3C2=O)no1 (stereo unspecified) | 7.1% | 0.8% | -4.6% | 5.9% | 2.4% | -6.8% | -0.6% | 13.9%
COc1cccc(Nc2nc3ccccc3nc2-n2nc(C)cc2C)c1 | -11.5% | -4.7% | u | 2.9% | 10.3% | -0.8% | -5.7% | -11.0%
CCOc1sc2nc(C)n(CC(=O)Nc3cccc(C)c3)c(=O)c2c1C | u | -4.1% | x | x | x | 1.3% | -3.4% | x
Cc1cc2ncn(-c3nnnn3-c3ccccc3)c2cc1C | 4.4% | -1.9% | -6.5% | -0.4% | 4.2% | -3.9% | -3.6% | -0.9%
CCOC(=O)C1=C(CSc2nc3c(cc2C#N)CN(C)CC3)OC(N)=C(C#N)C1c1ccccc1 (stereo unspecified) | -15.4% | -3.3% | u | 75.4%[activator] | -20.7% | -9.0% | 28.2µM* | -17.7%
Cc1sc2nc(SCC(=O)N3CCOCC3)[nH]c(=O)c2c1C | -5.5% | -2.0% | 3.6% | 28.4% | -8.1% | -11.6% | -11.0% | -3.6%
CC(C)NS(=O)(=O)c1ccc(OCC(=O)NC(C)c2ccccc2)cc1 (stereo unspecified) | -4.6% | 1.0% | -2.0% | 2.8% | 5.8% | 0.0% | 2.7% | i
C=CCn1c(SCC(=O)Nc2cccc(OC)c2)nnc1-c1cccnc1 | 4.6% | 1.1% | 1.6% | 10.5% | 5.4% | -27.4% | 5.2% | i
COc1cc(/C=C(\C#N)c2nc3ccc(C)cc3[nH]2)ccc1OCc1ccc(C)cc1 | -16.9% | 6.7% | x | x | x | -0.5% | u | x
CCCSc1nc2c(=O)[nH][nH]c(=O)c2n1Cc1ccccc1 | 8.1% | -5.0% | -0.2% | 0.0% | -2.2% | 5.4% | -5.9% | i
COc1ccc(NC(=O)c2sc3nc[nH]c(=O)c3c2C)cc1Cl | -5.1% | -5.1% | x | x | x | 0.3% | u | x
COCCNC(=O)C12CC3CC(CC(Cl)(C3)C1)C2 | -5.9% | 0.1% | 1.6% | -1.8% | 6.8% | -6.2% | -5.2% | 1.2%
Cc1cc(=O)oc2cc(OCC(=O)OCc3nnc(-c4ccccc4)o3)ccc12 | 11.8% | 2.6% | u | -5.9% | 3.5% | -22.5% | -10.9% | -3.4%
Cn1c(=O)c2ncn(CC(=O)Nc3nc(-c4ccc(Cl)cc4)cs3)c2n(C)c1=O | u | -1.0% | -1.2% | 93.9%[activator] | -6.5% | 0.0% | -4.7% | i
COC(=O)[C@@]1(Cc2ccc(OC)cc2)[C@H]2c3cc(C(=O)N4CCCC4)n(Cc4ccc(C(F)(F)F)nc4)c3C[C@H]2CN1C(=O)c1ccccc1 | 2.9% | 3.5% | 2.5% | 1.1% | x | 1.2% | -10.2% | -9.9%
Cn1nc(C(=O)Nc2c(-c3ccccc3)nc3sccn23)c2ccccc2c1=O | u | -5.8% | -0.4% | 38.2%[activator] | 10.2% | 7.1% | -13.8% | -11.8%
Cn1nnc(NC(=O)c2cccc(OCc3ccccc3)c2)n1 | -4.3% | -4.6% | 3.4% | 3.6% | 2.9% | -1.2% | 4.3% | -5.2%
Cc1nc(N2CCOCC2)[nH]c(=O)c1C(O)C(Cl)(Cl)Cl (stereo unspecified) | 2.8%[0.0958 µM] | 0.1% | 4.3% | 0.1% | x | 1.2% | x | -1.2%
O=C1C2CC=CCC2C(=O)N1c1nc2n(n1)C(c1ccccc1)CC(c1ccccc1)N2 (stereo unspecified) | 1.1% | 0.3% | 3.7% | 4.3% | -5.3% | -1.3% | -8.8% | i
CCOC(=O)c1nn(-c2ccc(OCC)cc2)c(C)c1C(C)=O | -10.1% | -10.0% | 11.3% | 11.1% | -15.5% | -6.1% | -0.2% | i
COc1ccccc1N1CCN(C(=O)C2CCN(S(=O)(=O)c3ccc(Cl)cc3)CC2)CC1 | 7.8% | 1.4% | -4.8% | 5.3% | -6.8% | 0.0% | -14.4% | -14.3%
CNC(=O)c1cc2cc(OC)ccc2oc1=O | 0.0% | 0.4% | u | -5.9% | x | -6.8% | -13.0% | -13.2%
CCCC/C(O)=C1\C(=O)CC(C)(C)CC1=Nc1ccc(OC)cc1 | 2.1% | -2.8% | 10.2% | -1.7% | 2.5% | -9.2% | -11.8% | -3.4%
CCC1CN(S(=O)(=O)c2cc(-c3cc(C)no3)ccc2OC)c2cc(C)ccc2O1 (stereo unspecified) | -5.2% | -1.8% | x | x | x | 2.8% | -4.2% | x
Cc1nn(C(=O)c2ccc([N+](=O)[O-])cc2)c(C)c1Br | 10.8% | -3.1% | 0.3% | 8.4% | -11.2% | -0.3% | u | -4.3%
COc1ccc(NC(=O)CNC(=O)Cn2ccc3ccccc3c2=O)cc1OC | -4.1% | -0.5% | x | x | x | 0.9% | -15.3% | x
O=S(=O)(c1ccc(Cl)nc1)N1CCN(c2ncccn2)CC1 | -4.4% | 2.2% | -1.2% | 13.3% | -8.7% | -0.3% | 2.4% | 25.5%
CC(=O)Nc1ccc(OC(=O)CC2SC(=O)NC2=O)cc1 (stereo unspecified) | 3.0% | -3.8% | 0.5% | -0.8% | -3.9% | 2.6% | -3.2% | -22.0%
Cc1ccc(NC(=O)COc2ccc(/C(N)=N/O)cc2)cc1C | u | -2.9% | -5.1% | 8.2% | 4.2% | 1.2% | u | -1.3%

Two entries picked at random from the list so far:
compound | Tau FP inhib | TexasRed fluor | KDM4E inh | GoLoco inh red | L3MBTL1 block | TRb-SRC2 inh | Tau fibril ThT | RECQ1 inh
COc1ccccc1N1CCN(C(=O)C2CCN(S(=O)(=O)c3ccc(Cl)cc3)CC2)CC1 | 7.8% | 1.4% | -4.8% | 5.3% | -6.8% | 0.0% | -14.4% | -14.3%
CC(=O)Nc1ccc(OC(=O)CC2SC(=O)NC2=O)cc1 (stereo unspecified) | 3.0% | -3.8% | 0.5% | -0.8% | -3.9% | 2.6% | -3.2% | -22.0%

Additional compounds follow.
compound | Tau FP inhib | TexasRed fluor | KDM4E inh | GoLoco inh red | L3MBTL1 block | TRb-SRC2 inh | Tau fibril ThT | RECQ1 inh
COCc1nnc(NC(=O)c2ccc(OC)cc2OC)s1 | 4.0% | 0.5% | 11.7% | 13.5% | 22.9% | 3.2% | 10.1% | i
CCCCN(C)C(=O)CN1C(=O)c2cccnc2Oc2ccc(Cl)cc21 | 8.5% | -14.2% | x | x | x | 2.6% | 0.5% | x
Cn1ncc(Br)c1C(=O)Nc1c(F)c(F)cc(F)c1F | 1.1% | -1.8% | -6.2% | 3.6% | 5.6% | -13.4% | -7.6% | -2.2%
Cn1c(CCC(=O)OCC(=O)Nc2ccc(Oc3ccccc3)cc2)nc(=O)c2ccccc21 | -13.0% | 1.5% | 0.7% | 5.9% | 14.5% | -3.2% | u | -5.8%
Clc1ccc2nnc(Cl)n2n1 | 1.7% | -0.4% | u | -14.6% | x | 5.7% | -3.0% | -3.8%
Cc1ccc(NC(=O)C2CCN(S(=O)(=O)c3cnc[nH]3)CC2)cc1C | -6.6% | 3.1% | 9.5% | 4.4% | -5.8% | -3.3% | -0.7% | 1.6%
CCOc1cc(OCC)c(C(C)=O)cc1OCC | x | -1.6% | x | 7.2% | 1.7% | 5.9% | x | 5.5%
COc1ccccc1N1CCN(CCCCN2C(=O)CCC2=O)CC1 | -12.5%&3.8% | -0.5%&-0.7% | 2.7% | 4.9%&6.4% | x | 9.9%&-2.0% | -6.5%&-10.1% | -1.5%
COC(=O)c1ccccc1NC(=O)CSc1nc(NC(=O)c2ccccc2)c2c(C)c(C)oc2n1 | -1.4% | 4.9% | u | 13.1% | -3.5% | -3.7% | -4.3% | i
CCn1c(NCCO)nc2c(c1=O)C(C)(CC)Cc1ccccc1-2 (stereo unspecified) | -5.7% | -5.4% | u | 5.5% | -11.8% | -5.8% | -12.6% | -2.7%
CCc1ccc2c(c1)C(=O)c1ccccc1C2=O | 10.2% | -4.6% | -3.9% | 5.1% | u | 1.8% | u | -0.9%
CCn1c2ccccc2c2cc(NC(=O)COc3ccccc3OC)ccc21 | 7.4% | -1.1% | u | 3.8% | -2.7% | 7.2% | u | -11.7%
COc1ccc2c(c1OC)C(=O)OC2Nc1nc(-c2cc3ccccc3oc2=O)cs1 (stereo unspecified) | 2.6% | u | u | 32.8%[activator] | 14.2% | -6.7% | u | -11.2%
O=C(Nc1nccs1)NC(C(F)(F)F)C(F)(F)F | 4.0% | -5.7% | -1.3% | 8.7% | x | 0.9% | -4.1% | -11.6%
COc1cccc(/C=N/NC(=O)Cn2ccnc2C)c1 | 10.0% | -3.9% | -15.7% | 6.3% | -0.9% | -9.5% | 4.9% | -5.1%
COc1ccc(Cl)cc1NC(=O)C1COc2ccccc2O1 (stereo unspecified) | -14.4% | -0.7% | -9.9% | 9.7% | x | -2.6% | -12.7% | i
COC(=O)c1cccc(NS(=O)(=O)c2ccc(OC)cc2)c1C | -6.0% | -2.0% | 13.8% | -3.6% | 10.7% | -5.0% | -10.4% | -8.6%
O=[N+]([O-])c1ccc(C[n+]2cccc3c4ccccc4ccc32)cc1 | -4.1% | -5.6% | u | -6.3% | x | 0.8% | -2.3% | -5.4%
CCC(c1nnnn1Cc1ccccc1)N(Cc1cc2cc(OC)ccc2[nH]c1=O)CC1CCCO1 (stereo unspecified) | 6.0% | -0.5% | u | -1.7% | -6.5% | 4.0% | -1.2% | -7.1%
O=C(NNS(=O)(=O)c1ccc(F)cc1F)C1Cc2c(ccc3ccccc23)O1 (stereo unspecified) | -1.8% | -3.1% | -0.1% | 0.8% | 8.7% | 8.3% | -8.2% | -9.5%
O=C(O)c1ccccc1C(=O)Nc1nccs1 | -0.1% | 2.8% | -5.2% | 0.4% | 7.6% | 4.9% | 8.8% | -4.0%
CCOC(=O)C(CC)Sc1nnc(COc2ccc(C)cc2)n1-c1ccccc1 (stereo unspecified) | -7.6% | -4.7% | -6.1% | 11.2% | 1.4% | -13.6% | -7.0% | -1.2%
